High-throughput results as filed in PubChem BioAssay.
RNase H inhibition: RNase H inhibition, HIV 1 Gag Pol polyprotein, FRET biochemical assay, screening (AID 372). HIV-1 RT RNase H, FRET RNA/DNA substrate fluorescence; higher % means a stronger effect. 100,000 tested, 0.77% active. one-dose inhibition, % at 10 µM; IC50 in µM for titrated hits; in the data active means inhibition above about 50%
Active calls of the source: *.

Sample of the layout:
SMILES,RNase H inhibition
Nc1nonc1C(=O)N/N=C/c1cc([N+](=O)[O-])c(N2CCCCC2)cc1N1CCCCC1,15.0%
COc1ccc(C)cc1NC(=O)COc1ccc(Br)cc1Cl,11.0%
COc1ccc(OC)c(/C=N\NC(=O)c2c(C)nc3cc(C)ccn23)c1,9.0%
CCN(CC)c1ccc(/C=N\Nc2ccc([N+](=O)[O-])cn2)c(OC)c1,25.0%
CC(C)(C)C(=O)Nc1sc2c(c1C(=O)Nc1ccccc1)CCCCC2,10.0%
COc1ccc(-c2nc(=S)c3c(n2CCO)CCCC3)cc1,15.0%

All compounds of this part, repeating the preview:
SMILES,RNase H inhibition
Nc1nonc1C(=O)N/N=C/c1cc([N+](=O)[O-])c(N2CCCCC2)cc1N1CCCCC1,15.0%
COc1ccc(C)cc1NC(=O)COc1ccc(Br)cc1Cl,11.0%
COc1ccc(OC)c(/C=N\NC(=O)c2c(C)nc3cc(C)ccn23)c1,9.0%
CCN(CC)c1ccc(/C=N\Nc2ccc([N+](=O)[O-])cn2)c(OC)c1,25.0%
CC(C)(C)C(=O)Nc1sc2c(c1C(=O)Nc1ccccc1)CCCCC2,10.0%
COc1ccc(-c2nc(=S)c3c(n2CCO)CCCC3)cc1,15.0%
CCc1cc(=O)oc2cc(OCC(=O)c3ccc(Cl)cc3)ccc12,0.0%
COc1ccc(NC(=O)COc2cccc(C)c2C)c([N+](=O)[O-])c1,3.0%
CCOC(=O)C1=C(C)N=c2s/c(=C\c3ccc(I)cc3)c(=O)n2C1c1ccc(OC)c(OC)c1 (stereo not drawn),35.0%
CC1CCc2c(nc3ccccc3c2C(=O)O)C1 (stereo not drawn),0.0%
O=c1oc2ccccc2cc1-c1csc(NN=C2CCCCC2)n1,15.0%
COc1cc(/C=N/NC(=O)c2cccc(O)c2)cc(OC)c1O,11.0%
CSc1ccc(C=Nn2c(-c3ccc(Cl)cc3)n[nH]c2=S)cc1,16.0%
CCCOC(=O)c1ccc(NC(=O)c2cccs2)cc1,11.0%
COc1ccc(CCNC(=O)c2cc(Cl)ccc2OC)cc1,8.0%
O=C(Nc1nc(-c2cccs2)cs1)c1ccc(C(=O)c2ccccc2)cc1,4.0%

By substructure: the compounds so far containing two or more sulfur atoms (two)
SMILES,RNase H inhibition
CSc1ccc(C=Nn2c(-c3ccc(Cl)cc3)n[nH]c2=S)cc1,16.0%
O=C(Nc1nc(-c2cccs2)cs1)c1ccc(C(=O)c2ccccc2)cc1,4.0%

Carrying on.
SMILES,RNase H inhibition
O=C(NC(=S)Nc1ccc2oc(-c3cccnc3)nc2c1)c1ccc(Br)cc1,9.0%
CC(=O)N1CCN(c2ccc(NC(=O)c3ccccc3Br)cc2)CC1,8.0%
COc1cc(/C=C(/C#N)C(=O)Nc2ccc(Cl)cc2)ccc1OC(C)C,6.0%
Cc1cc2nc(-c3ccc(NC(=S)NC(=O)c4cccc(Br)c4)cc3)oc2cc1C,16.0%
O=C(Nc1cc(C(F)(F)F)ccc1Cl)Nc1cccc2ccccc12,16.0%
Cc1ccc(NC(=S)NC(=O)c2ccco2)cc1C,13.0%
Nn1c(-c2ccc(Cl)cc2)nc2sc3c(c2c1=O)CCCC3,0.0%
CN(C)C(=O)C(=O)c1c[nH]c2ccccc12,0.0%
COc1ccc(OC)c(S(=O)(=O)Oc2ccc(Cl)c3cccnc23)c1,24.0%
Cn1c(O)c(C(N)=NC(=O)c2ccccc2)c(=O)n(C)c1=O,24.0%
COc1ccc(OC)c(C2/C(=C(\O)c3ccccc3)C(=O)C(=O)N2CCN(C)C)c1 (stereo not drawn),6.0%
Cc1c(N=Cc2ccc(N(C)C)cc2)cccc1[N+](=O)[O-],0.0%
Cc1ccc(C2CC(C(F)(F)F)n3nc(C(=O)Nc4c(C)n(C)n(-c5ccccc5)c4=O)c(Cl)c3N2)cc1 (stereo not drawn),7.0%
CCOc1ccc(NC(=O)CC2SC(N)=NC2=O)cc1 (stereo not drawn),4.0%
O=C(NC(=S)Nc1ccccc1[N+](=O)[O-])c1ccc(-c2ccccc2)cc1,13.0%
CCOC(=O)COc1ccccc1/C=C1\C(=O)NN(c2ccccc2)C1=O,7.0%
CCOC(=O)C1=NNC(C(=O)c2ccccc2)C1c1ccc(Br)cc1 (stereo not drawn),14.0%
Cc1ccc(C(Nc2cccc(C)n2)c2ccc3cccnc3c2O)cc1 (stereo not drawn),4.0%
O=C(O)C1CC(=O)N(Cc2ccc3c(c2)OCO3)C(=Nc2ccc(Cl)cc2)S1 (stereo not drawn),18.0%
COc1cccc(N2C(=O)CC(N3CCN(C/C=C/c4ccccc4)CC3)C2=O)c1 (stereo not drawn),7.0%
O=C(NC(=S)Nc1nc(-c2ccc(Cl)cc2)cs1)c1ccccc1F,15.0%
Cc1[nH]c2ccc(S(N)(=O)=O)cc2c1C,5.0%
COC(=O)C1=C(C)N=c2s/c(=C\c3cccc([N+](=O)[O-])c3)c(=O)n2C1c1cccs1 (stereo not drawn),13.0%
CN(C)C=Nc1ncnc2c(C#N)c3n(c12)CCCCC3,7.0%
Cc1[nH]n(-c2ccccc2)c(=O)c1C(c1ccc(OC(=O)c2ccccc2F)cc1)c1c(C)[nH]n(-c2ccccc2)c1=O,5.0%
CCCCC(=O)Nc1sc2c(c1C(=O)OCC)CCC(/C=N/O)=C2Cl,9.0%
FC(F)(F)Oc1ccc(N=Cc2cccc(Cl)c2Cl)cc1,16.0%
O=C(CSc1nc2ccccc2o1)Nc1ncccn1,19.0%
COc1ccc(-c2csc(/C(C#N)=C\Nc3ccc(C)c(C)c3)n2)cc1,0.0%
O=C(CC1SC(=Nc2ccccc2)N(c2ccccc2)C1=O)NCc1ccccc1 (stereo not drawn),0.0%
Cc1[nH]n(-c2ccccc2)c(=O)c1/C=N/NC(=O)COc1ccc(C(C)(C)C)cc1,20.0%
COc1ccccc1OCCCCOc1ccccc1C,28.0%
COc1ccccc1N=C1SCC(=O)N1c1ccccc1OC,0.0%
CCOC(=O)C(CCCCCOc1ccc(I)cc1)C(=O)OCC,15.0%
O=C(Nc1ccccc1C(F)(F)F)c1cnn2c(C(F)(F)F)cc(-c3ccccc3)nc12,5.0%
COc1cc(OC)c(-c2nc(-c3ccccc3)c(-c3ccc(C(=O)c4ccc(F)cc4)cc3)[nH]2)cc1OC,23.0%
COCCOC(=O)c1c(C)oc2ccc(OC(=O)c3ccc(OC)cc3)cc12,0.0%
COc1ccc2c(c1)OCC/C2=N/OC(=O)c1ccc(OC)c([N+](=O)[O-])c1,0.0%
CC(C)Oc1cccc(C(=O)N2CCCC2)c1,0.0%
CCN(CC)c1ccc(N=Cc2c(O)[nH]c(=S)[nH]c2=O)cc1,9.0%
COc1ccc(NC(=O)C(c2ccccc2)c2ccccc2)c([N+](=O)[O-])c1,0.0%
N#CC1=C(N)Oc2c(ccc3ccccc23)C1c1ccccc1Br (stereo not drawn),4.0%
CCC1SC(NC(=O)COc2ccc(OC)cc2)=NC1=O (stereo not drawn),9.0%
Cc1ccc(C(=O)Nc2sc3c(c2C(=O)N2CCCCCC2)CCC(C)C3)cc1 (stereo not drawn),0.0%
CCOc1ccccc1OCCCOc1cc(C)c(C)cc1Br,16.0%
COc1cccc(N2C(=O)/C(=C/c3ccccc3)SC2=S)c1,9.0%
COc1ccc(C2=NN(c3nc(-c4ccc(C)c(C)c4)cs3)C(c3ccc(OC)cc3)C2)cc1 (stereo not drawn),9.0%
CCC(Oc1ccccc1)C(=O)N1CCN(c2ccccc2)CC1 (stereo not drawn),4.0%
CC(O)(C#CC(O)(c1ccccc1)c1ccccc1)C1CC1 (stereo not drawn),10.0%
CCc1c(C)nc2c(OC)cccc2c1Cl,0.0%
CCn1c2ccccc2c2cc(C=Nc3ccc(C)c(F)c3)ccc21,0.0%
COc1ccccc1/C=C1/SC(=S)N(Cc2ccccc2)C1=O,17.0%
O=C(COc1ccccc1[N+](=O)[O-])Nc1ccc(-c2nc3cc(Cl)ccc3o2)cc1,14.0%
COc1ccccc1OCC(=O)Nc1ccc(N(C)C)cc1,9.0%
Cc1c(CC(=O)c2ccccc2)cc(-c2ccccc2)nc1-c1ccccc1,2.0%
CC(=O)Oc1ccc(C(=O)Nc2cccc(C(=O)O)c2)cc1,8.0%

(next part)
SMILES,RNase H inhibition
CC1=CCC2C(=O)N(c3ccc(C(=O)Nc4ccccc4Cl)cc3)C(=O)C2C1 (stereo not drawn),0.0%
CCCC(C)C(=O)N1CCN(c2ccc(F)cc2)CC1 (stereo not drawn),1.0%
NC(=O)c1ccc(Oc2ccc([N+](=O)[O-])cc2)cc1,7.0%
CC(=O)Nc1cc2nn(-c3ccc(C)cc3)nc2cc1C,10.0%
COc1ccc(N2C(=O)NC(=O)/C(=C\c3cc(I)c(OC)c(OC)c3)C2=O)cc1,7.0%
COc1cc(C=O)ccc1Oc1ncnc2sc3c(c12)CCCC3,20.0%
CCN(CC)C(=O)CN(c1cccc(Br)c1)S(=O)(=O)c1ccccc1,6.0%
Cc1ccc(/C=C2\SC(=S)N(C(Cc3ccccc3)C(=O)O)C2=O)cc1 (stereo not drawn),7.0%

Other compounds.
molecule | RNase H inhibition
CCOC(=O)c1ccc(N=CC2=C(O)c3ccccc3C2=O)cc1 | 3.0%
COC(=O)C(NC(=O)C(C)NC(=O)OCc1ccccc1)C(C)C (stereo not drawn) | 9.0%
CCN(CC)C(=O)C1CCCN(Cc2ccc(C(F)(F)F)cc2)C1 (stereo not drawn) | 8.0%
CC1=CC(C)(C)Nc2ccc(OC(=O)CCC3CCCCC3)cc21 | 13.0%
O=C(CSc1nc2ccccc2c(=O)n1-c1ccccc1)Nc1ccccc1 | 0.0%
O=C(Nc1ccc2oc(-c3cccc(Br)c3)nc2c1)c1cccc(Cl)c1Cl | 7.0%
O=C1/C(=C/c2c(F)cccc2Cl)SC(=S)N1c1ccccc1 | 11.0%
Cc1ccc(NC(=O)CS(=O)(=O)c2ccccc2)cc1 | 0.0%
O=C1NC(=S)N(c2ccccc2)C(=O)/C1=C/c1ccc(Cl)cc1Cl | 6.0%
O=C(COc1ccccc1[N+](=O)[O-])N/N=C/c1ccc([N+](=O)[O-])s1 | 13.0%
COc1ccc(C2CC(c3ccc(Cl)cc3)=NN2c2nc(-c3cccc(N4C(=O)c5ccccc5C4=O)c3)cs2)cc1OC (stereo not drawn) | 53.0%*
COc1cc(C)ccc1OCCCCOc1ccc(C)cc1I | 0.0%
CCCCOC(=O)C1=C(C)NC2=C(C(=O)CCC2)C1c1cccc(Br)c1 (stereo not drawn) | 5.0%
Cc1cc(NS(=O)(=O)c2c(C(C)C)cc(C(C)C)cc2C(C)C)no1 | 12.0%
O=C(N/N=C/c1c(F)cccc1Cl)C1CC(=O)N(c2ccc(Br)cc2)C1 (stereo not drawn) | 14.0%
O=C(O)CCCCCN1C(=O)C2C3c4ccccc4C(c4ccccc43)C2C1=O (stereo not drawn) | 13.0%
COc1ccc(O)c(/C=N/c2nc3ccc(Br)cc3n2C)c1 | 2.0%
Cc1cc(N2Cc3ccccc3C2)ccc1C=C1C(=O)NC(=O)NC1=O | 44.0%
Brc1ccc(Cn2c3ccccc3c3nc4ccccc4nc32)cc1 | 13.0%
c1ccc(-c2cn(-c3ccccc3)nc2-c2ccccc2)cc1 | 0.0%
CC1(C)NC(=O)N(CC(O)CN(c2ccccc2)S(=O)(=O)c2ccccc2)C1=O (stereo not drawn) | 0.0%
Cc1cccc(NC(=S)N/N=C/c2ccccc2C)c1 | 14.0%
COc1ccccc1N1CCN(C(=O)COc2cccc3ccccc23)CC1 | 17.0%
Cc1cccc(NC(=O)c2ccc(Br)o2)n1 | 10.0%
Cc1cccc(OCC(=O)Nc2cccc(-c3nc4ncccc4o3)c2)c1 | 19.0%
CC1(N(O)C=C2C=CC(=O)C=C2)CCCCC1=O (stereo not drawn) | 0.0%
O=C1/C(=C/c2ccccc2OCc2ccc([N+](=O)[O-])cc2)SC(=S)N1c1ccccc1 | 16.0%
COc1cc(NC(=O)c2ccccc2F)ccc1NC(=O)c1cc2ccccc2o1 | 24.0%
C/C=C/c1ccc(OCCOCCOc2cc(C)ccc2C)c(OC)c1 | 13.0%
CNC(=O)C(=O)Nc1ccc2c(c1)OCO2 | 7.0%

Reprinted from above for reference:
molecule | RNase H inhibition
C/C=C/c1ccc(OCCOCCOc2cc(C)ccc2C)c(OC)c1 | 13.0%
CNC(=O)C(=O)Nc1ccc2c(c1)OCO2 | 7.0%

The list goes on.
molecule | RNase H inhibition
Cc1cc(O)c(NC(=S)NC(=O)c2ccc([N+](=O)[O-])cc2)cc1C | 4.0%
CC1=Nc2ccc(Br)cc2C(c2ccccc2Cl)N1CC(=O)NN (stereo not drawn) | 6.0%
CC12c3ccccc3C(c3ccccc31)C1C(=O)N(c3ccccc3Br)C(=O)C12 (stereo not drawn) | 15.0%
Cc1ccc(N2C(=O)C(Cl)=C(Nc3cccc(C)c3C)C2=O)cc1 | 9.0%
COc1ccc(/C=C2\N=C(c3ccccc3F)OC2=O)c(OC)c1 | 17.0%
O=C(Cc1ccc([N+](=O)[O-])cc1)N1N=C(c2cccnc2)CC1(O)C(F)(F)F (stereo not drawn) | 15.0%
CCOc1cc(C=O)cc(I)c1OC | 22.0%
COc1cccc(N(CC(=O)O)S(=O)(=O)c2ccccc2)c1 | 5.0%
COc1cc(C2Nc3ccc(C(=O)c4ccccc4)cc3NC3=C2C(=O)CCC3)cc(OC)c1OC (stereo not drawn) | 10.0%
CN1C(=O)/C(=C\c2cn(CCOc3ccc(Br)cc3)c3ccccc23)SC1=S | 7.0%
CCOC(=O)c1c(N2CCNCC2)c2ccccc2[nH]c1=O | 10.0%
Clc1ccc(-n2ncnc2-c2ccc(Cl)cc2Cl)cc1 | 18.0%
Cc1ncc([N+](=O)[O-])n1CC(=O)Nc1ccc(F)cc1 | 13.0%
Oc1cccc(/C=N/Nc2nc(N3CCCC3)nc(N3CCCC3)n2)c1 | 8.0%
Cc1ccc(N2NC(=O)/C(=C/c3ccc(Cl)cc3)C2=O)cc1 | 20.0%
CC1(C)C(c2ccccc2)=NC(c2ccccc2O)N1O (stereo not drawn) | 8.0%
CCOC(=O)c1sc(N/N=C/c2ccccc2)nc1C | 47.0%
O=c1cc(-c2ccccc2)nc2cc(-c3ccc(F)cc3)[nH]n12 | 0.0%

A portion of the library, so the mix of outcomes need not match the whole.
